Source: PubChem (National Center for Advancing Translational Sciences (NCATS))
PKM2 activator = PKM2 (human) enzyme activation; P14618; purified PKM2, Kinase-Glo ATP luminescence, activation; response scale: 0% is enzyme alone, no compound; Potency, µM (highest dose often 57.5 µM), for inactives: top-dose activation, hits mostly activators; actives 0.34% (n = 260,000); AID 1631; also: potency is read from the fitted curve at half-maximal effect; % is scaled to controls: 0 for no effect and ±100 for the full control effect; nearly all actives have a fitted effect of over 55% in size
Target sequence (P14618 whole entry, looked up): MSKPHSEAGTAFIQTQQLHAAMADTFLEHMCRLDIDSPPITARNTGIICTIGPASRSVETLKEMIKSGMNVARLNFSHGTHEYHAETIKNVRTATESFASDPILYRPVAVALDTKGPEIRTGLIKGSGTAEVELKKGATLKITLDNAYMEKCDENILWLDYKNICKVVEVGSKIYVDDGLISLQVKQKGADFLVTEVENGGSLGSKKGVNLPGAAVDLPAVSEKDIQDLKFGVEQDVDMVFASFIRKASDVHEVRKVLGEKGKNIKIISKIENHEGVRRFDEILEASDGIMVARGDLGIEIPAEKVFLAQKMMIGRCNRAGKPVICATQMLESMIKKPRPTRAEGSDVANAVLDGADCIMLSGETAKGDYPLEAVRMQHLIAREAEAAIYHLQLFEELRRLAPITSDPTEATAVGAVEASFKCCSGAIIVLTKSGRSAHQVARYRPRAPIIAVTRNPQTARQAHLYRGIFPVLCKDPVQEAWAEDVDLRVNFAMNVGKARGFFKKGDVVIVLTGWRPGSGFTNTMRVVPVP
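Purified hPK-M2 (>95% pure) converted ADP (0.1 mM final) to ATP with 0.5 mM PEP in 50 mM imidazole pH7.2, KCl, MgCl2, Tween 20, BSA; 1 h at room temperature. ATP detected by Kinase-Glo luminescence.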
Mito fusion act = inhibitors of mitochondrial division or activators of mitochondrial fusion. S. cerevisiae fusion-defective mutant growth rescue, CellTiterGlo 48 h. Potency, µM (highest dose often 46.1 µM), for the others: at the highest dose growth rescue (activation), usual class: activators. actives 0.23% (n = 320,000). AID 485298;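 also: potency is read from the fitted curve at half-maximal effect; % of control where 0% means no effect; nearly all actives have a fitted effect of over 45% in size; temperature-sensitive fusion mutants such as fzo1-1 at 37 °C on non-fermentable ethanol glycerol medium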
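S. cerevisiae fusion-defective temperature-sensitive mutants (e.g. fzo1-1, mgm1-5) grown 48 h at 37C in YPEG (ethanol/glycerol non-fermentable) medium with 23 nl compound per well; growth rescue read as CellTiterGlo luminescence.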
RORg inh = inhibitors of mouse ROR gamma transcriptional activity; Drosophila S2 Gal4-RORgamma UAS-luciferase reporter, 20 h; P51450; Potency, µM (highest dose often 53.6 µM), for inactives: at the top dose activity change, negative = inhibition, usual class: inhibitors; actives 5.4% (n = 310,000); AID 2551; also: potency is read from the fitted curve at half-maximal effect; % is scaled to controls: 0 for no effect and ±100 for the full control effect; nearly all actives have a fitted effect of over 60% in size
Target sequence (P51450 whole entry, looked up, the tested form may be a part): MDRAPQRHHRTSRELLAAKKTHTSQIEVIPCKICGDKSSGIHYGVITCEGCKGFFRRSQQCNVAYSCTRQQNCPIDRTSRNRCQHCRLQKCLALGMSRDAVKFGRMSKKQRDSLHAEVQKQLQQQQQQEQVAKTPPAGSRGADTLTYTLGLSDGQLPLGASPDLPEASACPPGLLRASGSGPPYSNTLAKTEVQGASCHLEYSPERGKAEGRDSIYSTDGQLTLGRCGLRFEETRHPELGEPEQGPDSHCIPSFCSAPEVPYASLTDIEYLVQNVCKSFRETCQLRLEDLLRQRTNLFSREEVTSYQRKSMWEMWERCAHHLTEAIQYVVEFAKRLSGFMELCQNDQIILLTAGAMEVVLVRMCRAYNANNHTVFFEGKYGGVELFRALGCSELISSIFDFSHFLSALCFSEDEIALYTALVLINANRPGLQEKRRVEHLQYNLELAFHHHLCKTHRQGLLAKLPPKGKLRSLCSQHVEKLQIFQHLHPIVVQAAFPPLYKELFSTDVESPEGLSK
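Drosophila S2 cells stably expressing Gal4-DBD/mouse RORγ fusion under metallothionein promoter plus UAS-luciferase; compound 1 h, then 700 uM CuSO4 induction for 20 h at ambient temperature; inhibition read as reduced luminescence.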
FLuc modulator = inhibits or activates purified firefly luciferase, miR-21 counter-screen. Potency, µM (doses to about 57.5 µM), without a hit: at the top dose activity change, negative = inhibition, usual class: inhibitors. P08659. actives 6.9% (n = 360,000). purified FLuc, Km substrates, luminescence inhibition. AID 588342;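 also: potency is read from the fitted curve at half-maximal effect; plate controls were vehicle for no effect and reference inhibitor for full effect; nearly all actives have a fitted effect of over 55% in size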
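Purified P. pyralis luciferase (10nM final) with 10uM D-luciferin and 10uM ATP (Km levels) in 50mM Tris acetate pH 7.5, 10mM Mg acetate, 0.01% Tween-20, 0.05% BSA; qHTS 6-point titration, ~60 µM downward; luminescence read.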
NPC1 promoter act = activators of NPC1 promoter; Huh7 NPC1 promoter luciferase reporter, 24 h; Potency, µM (series often up to 9.22 µM), for inactives: at the top dose activation, hits mostly activators; actives 2.4% (n = 320,000); AID 485313;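 also: potency is read from the fitted curve at half-maximal effect; % of control where 0% means no effect; nearly all actives have a fitted effect of over 60% in size; reporter is driven by a mutant NPC1 promoter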
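In 1536-well qHTS, Huh7 cells harboring an NPC1 promoter–luciferase construct received compound for 24 h; activation was quantified by luminescence following luciferase reagent addition.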
MBNL1 CUG block = inhibitors of human MBNL1 binding to CUG repeat RNA; Q9NR56; TR-FRET MBNL1-His/biotin-(CUG)12 binding, 665/545 ratio; Potency, µM (highest dose often 57.5 µM), for inactives: at the top dose activity change, negative = inhibition, most hits filed as inhibitors; actives 0.036% (n = 280,000); active = well fitted inhibition curve with a large enough effect in the signal ratio, with a control signal flat, not every such curve was filed as active; inconclusive = small, poorly fitted or top-dose-only effect, or effect the other way, or a change in a side signal; inactive = no such curve, though single readings can be large or run the other way; the % refers to the signal ratio; also: potency is read from the fitted curve at half-maximal effect; % is scaled to controls: 0 for no effect and ±100 for the full control effect
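His-tagged MBNL1 binding to biotinylated (CUG)12 RNA was measured by TR-FRET using terbium anti-His antibody (0.055 ng/ul final) and streptavidin-XL665 (5 nM final). Compounds were titrated 92 nM to 58 uM; 60 min at room temperature.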
Menin MLL FP TR = menin-MLL binding inhibition, Texas Red mutant peptide; Potency, µM (series often up to 61.6 µM), for inactives: top-dose FP activity change, negative = inhibition, actives largely listed as inhibitors; actives 0.23% (n = 270,000); Menin + Texas Red MLL mutant peptide, fluorescence polarization; O00255; AID 1768; active = well fitted inhibition curve with a large enough effect in the polarisation, with a control signal flat, not every such curve was filed as active; inconclusive = small, poorly fitted or top-dose-only effect, or effect the other way, or a change in a side signal; inactive = no such curve, though single readings can be large or run the other way; the % refers to the polarisation; also: potency is read from the fitted curve at half-maximal effect; % of control where 0% means no effect; many of its hits are not listed in these tables
Gal4-VP16 FLuc = inhibits Gal4-VP16 luciferase reporter, ROR gamma counter-screen; actives 3.5% (n = 310,000); Potency, µM (doses to about 53.6 µM), for inactives: at the top dose activity, negative = inhibition, usual class: inhibitors; Drosophila S2 Gal4-VP16 UAS-luciferase, luminescence, 20 h;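 also: Gal4-VP16 expression switched on by copper sulfate through the metallothionein promoter; potency is read from the fitted curve at half-maximal effect; % is scaled to controls: 0 for no effect and ±100 for the full control effect; nearly all actives have a fitted effect of over 50% in size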
Rab9 promoter act = activators of Rab9 promoter. actives 2.8% (n = 320,000). Huh7 Rab9 promoter-luciferase reporter, luminescence, 24 h. Potency, µM (highest dose often 9.22 µM), for inactives: at the top dose activation, negative = inhibition, usual class: activators; also: potency is read from the fitted curve at half-maximal effect; % of control where 0% means no effect; nearly all actives have a fitted effect of over 60% in size
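Cells were plated at 1500 per well in reduced-serum medium with 10% FBS and left 2 h. Compound in DMSO was then added for 24 h at 37 °C. Reporter signal was read by luminescence after 10 min with luciferase detection reagent.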
KCNH2 3.1 inh = KCNH2 3.1 (human) potassium channel inhibition; U2OS KCNH2 3.1, thallium flux FluxOr; active compounds read low; activity change, % (tested at about 1.8 µM); actives 0.95% (n = 340,000);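 active = maximum activity change below -70%; inconclusive = maximum activity change from -70% to -50%; inactive = maximum activity change above -50%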;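 also: thallium influx rate constant from kinetic fluorescence after stimulation buffer; % is scaled to controls: 0 for no effect and ±100 for the full control effect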
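We transduce U2OS cells with the mutant 3.1 virus, culture them overnight, load FluxOr with Red40 quencher for 45 min, then add stimulation buffer and read kinetically for 2 min to derive a normalized rate constant.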
ELG1 DNA repair = ELG1-dependent DNA repair inhibition. HEK293T ELG1-luciferase reporter, luminescence, 16 h; DNA damage induced by 5-fluorouridine. Potency, µM (series often up to 46.1 µM), inactives show top-dose activity change, negative = inhibition, usual class: inhibitors. actives 2.3% (n = 330,000). AID 504467; also: potency is read from the fitted curve at half-maximal effect; % is scaled to controls: 0 for no effect and ±100 for the full control effect; nearly all actives have a fitted effect of over 55% in size
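DMSO vehicle served as the neutral condition. Each well held 2,000 cells given 5-fluorouridine plus compound; after 16 hr at 37 °C/5% CO2, ONE-Glo was added and luciferase measured 30 min later.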
Active calls of the source: *; ? = inconclusive; nt = no result given; & = joins results of further samples; [ ] = remark or other dose. Unless noted, calls follow the shape of the dose curve; as a rule, active = well fitted curve in the direction sought with a large enough effect; inconclusive = small, poorly fitted or top-dose-only effect, or another doubt; inactive = no such curve, though single readings can be large; an effect the other way counts as inactive or inconclusive. Only part of the results is shown (hit frequency here may not be typical).

SMILES | PKM2 activator | Mito fusion act | RORg inh | FLuc modulator | NPC1 promoter act | MBNL1 CUG block | Menin MLL FP TR | Gal4-VP16 FLuc | Rab9 promoter act | KCNH2 3.1 inh | ELG1 DNA repair
COc1ccc(C2C([N+](=O)[O-])=C(N)Oc3c2c(=O)oc2ccccc32)cc1 (stereo not given) | -1.1% | 0.4% | 1.9% | -1.8% | 4.1% | -2.6% | 13.1% | -6.0% | 10.1% | nt | -9.6%
O=C(C1CC(=O)N(c2ccc(F)c(Cl)c2)C1)N1CCC2(CC1)OCCO2 (stereo not given) | -6.2% | 1.7% | 36.2% | 0.0% | -1.1% | -1.3% | 4.7% | -7.0% | 3.2% | -23.5 | 2.2%
Cc1nc(CCl)cc(=O)[nH]1 | -7.7% | 0.0% | 3.2% | -0.8% | -2.8% | -2.8% | -0.1% | 4.7% | 6.3% | -1.3 | ?
CCCCn1c(=O)c(C(=O)Nc2nc3ccccc3[nH]2)c(O)c2ccccc21 | 2.1% | 0.7% | 13.6% | 5.7% | 3.8% | 3.0% | 4.0% | -5.4% | 17.6% | nt | 0.0%
CCN1CCN(c2nc([N+](=O)[O-])nn2C)CC1 | -14.2% | 2.1% | -17.6% | -0.7% | -2.9% | ? | nt | -0.3% | -3.2% | 9.5 | 21.4%
CC1=Nc2cc(C(=O)N3CCC4(CC3)OCCO4)ccc2Sc2ccc(Cl)cc21 | nt | 15.8µM* | -1.1% | -1.4% | -1.1% | -5.2% | -18.5% | -4.8% | -0.6% | 5.3 | -10.6%
CC(C)c1ccc(-n2c(O)c(/C=N/NC(=O)c3ccccc3O)c(=O)[nH]c2=S)cc1 | -21.8% | -5.2% | 0.316µM* | 26.9µM* | 4.9% | ? | nt | 4.47µM* | 1.7% | 13.1 | 0.0%
CCn1c(N)c(C(=O)NC)sc1=S | -38.8% | 6.2% | 2.2% | -16.0% | 0.1% | ? | -3.3% | 0.8% | 3.1% | 5.0 | -5.6%
Cc1ccc(N2C(=O)NC(=O)/C(=C\c3ccc(N4CCOCC4)cc3)C2=O)cc1 | 5.1% | -6.6% | 1.1% | -17.9% | 9.4% | nt | 6.7% | 2.8% | 1.1% | -2.3 | ?
CCOC(=O)c1c(C)n(CC(O)CN2CCOCC2)c2cc(Br)c(OC)cc12 (stereo not given) | -1.0% | 1.1% | 2.2% | 4.3% | -2.7% | -7.4% | -17.5% | -9.5% | -3.8% | 13.5 | ?
CN1CCCC(C(O)(c2ccccc2)c2ccccc2)C1 (stereo not given) | -18.2% | -4.5% | -4.5% | -0.6% | 2.2% | ? | nt | 0.8% | -5.7% | -9.5 | ?
CS(=O)(=O)N1CCN(C(=N)N[N+](=O)[O-])CC1 | 6.1% | 5.7% | 5.3% | -16.4% | 0.4% | -4.8% | 0.7% | -15.7% | 8.9% | 7.8 | 4.5%
COc1ccc(Cl)cc1C(=O)C1CCCN(CCO)C1 (stereo not given) | -4.1% | -9.1% | 4.1% | 0.3% | 4.4% | -8.2% | -0.1% | 2.5% | 1.6% | -9.1 | 7.1%
O=C1NC(=O)N(Cc2ccco2)C(=O)/C1=C/c1ccc(-c2cccc([N+](=O)[O-])c2)o1 | ? | 0.0% | 28.5% | ? | 1.0% | nt | ? | ? | -0.1% | 1.0 | ?
O=[N+]([O-])c1cccc(CN2CCN(Cc3ccc(Cl)cc3)CC2)c1 | -2.2% | -4.4% | -3.6% | -0.1% | -3.9% | 10.2% | -11.7% | -5.6% | -8.1% | -83.6* | ?
Cc1ccc(C(C)(C)NC(=O)C2CCC(=O)N(C3CCCCCC3)C2)cc1 (stereo not given) | -10.7% | 1.2% | 38.2% | 15.1µM* | ? | 4.2% | -24.0% | ? | 3.16µM* | 5.3 | ?
CCC(=NCC1CCCO1)c1c(O)n(Cc2ccccc2)c(=O)[nH]c1=O (stereo not given) | -3.1% | -0.2% | 48.6% | -39.4% | -2.9% | -13.0% | 0.3% | -6.2% | -7.5% | -6.4 | -13.6%
Cc1ccsc1C(=O)C1CCCN(Cc2cnn(C(C)C)c2)C1 (stereo not given) | 4.8% | -7.4% | 1.2% | -0.6% | 1.4% | -2.9% | 0.8% | -15.9% | 1.9% | -0.4 | -9.6%
O=c1[nH]c(=O)n(CCc2ccccc2)c(O)c1/C=N/N1CCOCC1 | 4.8% | -3.0% | -0.2% | 4.1% | 1.6% | -3.1% | nt | -3.3% | -1.6% | -1.5 | -4.8%
CCOCN(C(=O)CCl)c1c(C)cccc1CC | nt | -3.4% | 10.7%&24.6% | -1.5% | 0.1% | nt | -11.3% | 28.9%&12.4% | 11.1% | 4.2 | ?
COC(=O)C1=C(c2ccccc2OCc2ccccc2)C[C@@H]2CC[C@H]1N2C(=O)NCCCOC(C)C | nt | 7.6% | nt | 3.4% | -2.8% | nt | nt | nt | -4.5% | 0.3 | 0.0%
COc1ccc(N=Cc2c(O)n(C)c(=O)n(C)c2=O)cc1 | nt | 4.4% | 20.2% | 13.5µM* | 3.7% | 32.1%[activator] | 15.3% | -5.4% | 3.3% | 7.0 | -6.2%
CCN1CCN(Cc2cc(OC)c(OC)cc2[N+](=O)[O-])CC1 | -5.6% | 2.2% | 20.0% | 0.7% | -5.3% | 2.8% | 7.4% | -7.4% | 0.0% | -4.8 | 15.3%
CN(CCOc1ccc(C=C2C(=O)NC(=O)NC2=O)cc1)c1ccccn1 | ? | -0.7% | 27.3% | ? | -1.4% | -4.5% | 7.3% | 24.1% | -3.7% | 2.0 | ?
CCOC(=O)c1cc2c(cn1)[nH]c1ccccc12 | -6.9% | 7.9% | ? | 15.1µM* | ? | -0.9% | -0.1% | ? | 19.3% | -7.3 | ?
Further entries.
SMILES | PKM2 activator | Mito fusion act | RORg inh | FLuc modulator | NPC1 promoter act | MBNL1 CUG block | Menin MLL FP TR | Gal4-VP16 FLuc | Rab9 promoter act | KCNH2 3.1 inh | ELG1 DNA repair
CCOC(=O)C(O)(c1ccc(N(CC)S(=O)(=O)c2ccc(C)cc2)cc1)C(F)(F)F (stereo not given) | 2.4% | 2.5% | ? | -0.2% | -2.8% | 1.4% | 0.2% | -9.2% | -0.4% | -5.3 | -7.1%
CN(C)C(=O)Oc1cccc(NC(=O)N2CCOCC2)c1 | 1.3% | 0.6% | 5.6% | 0.2% | -1.0% | -8.3% | -0.3% | 1.9% | 0.3% | 14.9 | 10.3%
NP(=O)(OCCCc1ccccc1)Oc1ccccc1 (stereo not given) | -1.1% | -4.0% | 29.8% | -1.4% | 1.1% | 5.6% | -0.2% | 5.5% | -1.8% | 4.2 | -6.2%
CCN1CCN(C(c2cccs2)C(C)NC(=O)Oc2ccccc2)CC1 (stereo not given) | -13.6% | 5.2% | 8.7% | -0.9% | 1.6% | -3.5% | 15.6% | -12.1% | 2.1% | 3.5 | ?
CCOc1ccccc1Oc1coc2cc(OC(=O)N(C)C)ccc2c1=O | nt | 8.1% | 6.6% | ? | 21.0% | -2.0% | -21.7% | -19.7% | 20.9% | 1.9 | ?
O=C1NC(=O)C(=Cc2csc3ccccc23)C(=O)N1 | ? | 0.6% | 39.6% | ? | -2.2% | -4.9% | ? | 5.4% | -2.5% | -180.3* | 20.2%
O=C1CCN(C(=O)CCCn2c(=O)oc3ccccc32)CC1 | 0.8% | 7.2% | 7.7% | -1.0% | -3.3% | 6.9% | -7.9% | -5.4% | -5.4% | -14.3 | 15.1%
O=c1[nH]c(=O)n(-c2ccccc2)c(O)c1/C=C1/C(c2ccccc2)=Nc2ccccc21 | 6.8% | 2.1% | 21.5% | ? | -16.8% | nt | 2.7% | ? | -13.2% | 14.3 | 12.3%
Cc1nc2cc(F)ccc2n1C1CCN(Cc2nnnn2CCc2ccccc2)CC1 | 2.9% | 2.5% | -15.4% | -0.7% | -0.9% | -0.7% | -7.3% | -17.8% | 1.9% | -29.3 | ?
CCc1ccc(N2NC(=O)/C(=C/C=C/c3ccco3)C2=O)cc1 | -1.5% | -12.8% | ? | ? | -0.6% | -17.9% | ? | -22.7% | 6.3% | -10.3 | 3.4%
COP(=O)(OC)C1(O)C(=O)Nc2ccc(Br)cc21 (stereo not given) | -1.9% | -1.8% | ? | 2.7% | -0.6% | 1.7% | -3.7% | ? | -1.1% | 4.9 | 3.7%
